# TEAD-YAP inh: TEAD-YAP interaction inhibition. HEK-TIYL cells, TEAD-Gal4/YAP UAS-luciferase luminescence. inhibition, % at 9.12 µM. 640,000 compounds, 1.4% hits. AID 1259422; in the data active = inhibition above about 32%;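 note: 0% = median of test compound wells and 100% = reference inhibitor wells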
# MITF inh: human MITF inhibition, primary screen; inhibition, % at 2.6 µM; AlphaScreen MITF homodimerization, bead proximity signal; O75030; AID 1259374; 650,000 compounds, 0.91% hits; in the data active = inhibition above about 50%;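 note: 0% = vehicle wells with protein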
# FBW7 act: activators of human E3 ligase FBW7; Q969H0; AlphaScreen FBW7–phospho-cyclin E peptide binding, activator screen; normalized activity (activation), % at 26.1 µM; 650,000 compounds, 0.13% hits; in the data active = normalized activity above about 1.9%;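 note: purified mutant Fbw7 with reduced substrate affinity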
# Target sequence (Q969H0 whole entry, looked up): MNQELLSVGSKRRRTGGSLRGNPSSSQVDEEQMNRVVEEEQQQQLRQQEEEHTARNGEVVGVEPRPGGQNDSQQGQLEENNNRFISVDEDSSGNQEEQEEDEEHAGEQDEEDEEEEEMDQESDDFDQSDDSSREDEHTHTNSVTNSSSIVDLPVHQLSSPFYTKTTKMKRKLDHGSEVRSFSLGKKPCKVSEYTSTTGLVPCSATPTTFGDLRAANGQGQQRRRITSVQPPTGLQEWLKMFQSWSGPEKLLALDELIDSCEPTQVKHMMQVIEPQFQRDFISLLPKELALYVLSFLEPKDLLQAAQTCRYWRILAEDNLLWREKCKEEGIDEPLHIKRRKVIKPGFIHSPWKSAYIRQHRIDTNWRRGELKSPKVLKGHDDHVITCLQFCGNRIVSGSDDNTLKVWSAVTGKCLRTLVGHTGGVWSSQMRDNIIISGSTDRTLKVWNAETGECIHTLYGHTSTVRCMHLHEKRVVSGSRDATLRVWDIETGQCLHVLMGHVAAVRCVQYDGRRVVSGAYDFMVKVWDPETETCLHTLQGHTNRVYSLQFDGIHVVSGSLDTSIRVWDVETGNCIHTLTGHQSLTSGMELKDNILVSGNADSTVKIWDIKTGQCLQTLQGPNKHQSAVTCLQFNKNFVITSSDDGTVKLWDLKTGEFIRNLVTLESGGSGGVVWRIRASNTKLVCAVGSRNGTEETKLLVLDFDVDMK
# GPR151 activ: activates the human receptor GPR151; Q8TDV0; PathHunter beta-arrestin GPR151 cells, luminescence; activation, % at 11.2 µM; 650,000 compounds, 1% hits; AID 1508602; in the data active = activation above about 4.9%;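 note: 0% = median of compound wells and 100% = cells with positive control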
# Target sequence (Q8TDV0 whole entry, looked up): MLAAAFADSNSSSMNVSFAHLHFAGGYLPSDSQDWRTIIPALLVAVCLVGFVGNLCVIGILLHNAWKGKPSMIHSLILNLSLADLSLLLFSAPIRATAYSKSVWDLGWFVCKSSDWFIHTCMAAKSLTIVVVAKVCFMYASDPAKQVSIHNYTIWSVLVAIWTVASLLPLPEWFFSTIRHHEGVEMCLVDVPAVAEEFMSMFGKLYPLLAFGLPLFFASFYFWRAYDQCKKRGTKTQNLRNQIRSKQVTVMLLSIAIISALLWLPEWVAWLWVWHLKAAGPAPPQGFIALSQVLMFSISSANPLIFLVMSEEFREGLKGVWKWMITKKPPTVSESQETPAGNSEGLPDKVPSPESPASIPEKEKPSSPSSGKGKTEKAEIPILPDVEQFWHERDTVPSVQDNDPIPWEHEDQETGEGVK
# Numbers without * were called inactive; nt = not tested or not shown; & = joins results of further samples.
SMILES,TEAD-YAP inh,MITF inh,FBW7 act,GPR151 activ
O=C(CSc1nnc(-c2ccco2)n1CC1CCCO1)OC1CCCCC1 (stereo not given),6,12,0.0,-0.3
Cc1ccc(S(=O)(=O)N2CCCc3ccccc32)cc1,19,4,0.1,-1.8
OCCNc1nc(Nc2ccc(N3CCOCC3)cc2)nc2c1ncn2-c1ccsc1,60*,2,-0.2,0.1
Cn1c(Cn2cnc([N+](=O)[O-])n2)nnc1SCC(=O)Nc1cccc(Cl)c1,8,2,0.4,0.0
Cc1ccc(C2=NN(CC(=O)NCCCN3CCCC(C)C3)C(=O)CC2)cc1 (stereo not given),-13,11,0.8,-1.9
OCCC1CN(Cc2ccccc2-c2ccco2)CCN1C1CCCC1 (stereo not given),2,14,0.1,-1.0
Cc1cc(C)c(C(=O)NCC2(c3cccs3)CCOCC2)c(C)c1,6,5,0.1,4.7
NC(=O)c1c(NC(=O)/C=C/c2cccs2)sc2c1CCCC2,-59,11,0.0,-0.3
CCN(CC)S(=O)(=O)c1ccc(C(=O)NCc2nnc(SCC(=O)Nc3nccs3)n2-c2cccc(C(F)(F)F)c2)cc1,0,2,0.0,-0.5
Cn1nc(-c2ccccc2)c2c1CCN(C(=O)NC1CCCCC1)C2,-6,8,0.0,1.0
COc1ccc(-c2nnc(SCCC(=O)O)n2-c2ccccc2)cc1,8,22,0.4,-1.7
O=C(CCCCC(=O)Nc1nccs1)Nc1nccs1,8,5,-0.1,-0.6
NC(=O)NC(=O)C(Cl)c1ccccc1 (stereo not given),6,-14,-0.1,1.4
O=C(CN1Cc2ccccc2OC(c2ccccc2F)C1)NCCc1cn2ccccc2n1 (stereo not given),8,5,-0.1,0.5
O=C(O)CNC(=O)/C(=C\c1cccc2ccccc12)NC(=O)c1ccccc1,9,13,0.1,-1.2
COCCNc1c2c(nc3c(-c4ccc(OC)cc4)c(C)nn13)CCC2,-2,20,0.2,1.5
O=C(O)CCSc1nnc(-c2ccncc2)o1,0,-7,-0.1,-0.9
N#Cc1c(N2CCCC2)nc(-c2ccccc2)c2c1CCCC2,0,4,0.1,1.0
O=C(NCCc1nnc2n1CCN(Cc1cccc3cccnc13)CC2)C1CCCO1 (stereo not given),4,-3,-0.1,0.3
O=C(CSc1ccc(-c2cccs2)nn1)Nc1cccc([N+](=O)[O-])c1,-2,2,0.1,-0.6
Cc1cc([N+](=O)[O-])c(N2CC(C)C[C@@H]2C(=O)O)c([N+](=O)[O-])c1 (stereo not given in full),-2,-11,0.0,-1.2
O=C(NCCCNc1ccc([N+](=O)[O-])cc1)c1ccccc1Br,11,5,-0.2,-0.4
CCOC(=O)c1ccc2nc(NC(=O)c3ccc(OC(C)=O)cc3)sc2c1,9,0,0.0,0.2
COc1ccccc1-n1cc(CN2CCN(C3CCCCC3)C(CCO)C2)cn1 (stereo not given),2,-5,-0.2,-1.7

# Record cards (already shown). Values in the order: TEAD-YAP inh, MITF inh, FBW7 act, GPR151 activ
# `O=C(NCCCNc1ccc([N+](=O)[O-])cc1)c1ccccc1Br` across the screens: 11, 5, -0.2, -0.4
# `COc1ccc(-c2nnc(SCCC(=O)O)n2-c2ccccc2)cc1` across the screens: 8, 22, 0.4, -1.7
# `O=C(CSc1nnc(-c2ccco2)n1CC1CCCO1)OC1CCCCC1` (stereo not given) across the screens: 6, 12, 0.0, -0.3

# Further compounds:
SMILES,TEAD-YAP inh,MITF inh,FBW7 act,GPR151 activ
COc1cc(/C=N/NC(=O)c2nnn(-c3nonc3N)c2CN(C)C)cc(OC)c1OC,8,9,0.1,1.4
Cc1ccc(CN(c2ccccc2C)S(C)(=O)=O)cc1,0,6,0.1,0.3
COC(=O)C(C)N1C(=O)S/C(=C/c2cccn2C)C1=O (stereo not given),-7,11,-0.1,5.5*
O=C1NC(=Nc2cccc(C(=O)O)c2)S/C1=C/c1cccnc1,7,4,-0.1,1.2
COc1ccccc1NC(=O)N1CC=C(c2c[nH]c3ccccc23)CC1,1,4,0.6,-2.8
O=S(=O)(c1cc(Br)ccc1Br)N1CCN(Cc2ccccc2)CC1,4,8,0.4,-1.7
C=CCNCc1ccc(Oc2cnn(-c3ccccc3)c(=O)c2Cl)c(OC)c1,-9,-18,0.1,-0.6
CC1=CC(C)(C)N2C(=O)C(=O)c3cc(OC(=O)C4CCCO4)cc1c32 (stereo not given),57*,12,-0.1,0.3
CCSc1nnc(NC(=O)C(CC)Oc2ccccc2)s1 (stereo not given),-4,7,0.2,1.0
Cc1ccc(-n2ncc3c(N4CCCC4)ncnc32)c(C)c1,-56,1,-0.1,0.6
O=c1[nH]ncc(NCC2CCCO2)c1Cl (stereo not given),4,6,0.2,-0.5
CCOC(=O)COc1ccc(C2NC(=S)NC(C)=C2C(=O)OCC)cc1OC (stereo not given),0,-8,-0.1,0.6
CO[C@@H]1COC(=O)C/C=C/[C@H](C)COC(=O)[C@H](OCc2ccccc2)/C=C/C1C (stereo not given in full),nt,-6,-0.2,1.2
OC(c1ccccc1)C1CCN(CCc2ccccc2)CC1 (stereo not given),nt,14,0.3,0.8
CCOC(=O)c1c(NC(=O)c2ccc(C)cc2)sc(C(=O)N2CCCCC2)c1C,-4,-8,-0.1,0.3
O=C1c2oc3ccc(F)cc3c(=O)c2C(c2ccc(O)cc2)N1Cc1ccccc1 (stereo not given),10,10,-0.1,-0.1
NC(=O)CN1C(=O)NC(c2ccccc2)(c2ccccc2)C1=O,-6,6,0.1,-0.8
Fc1cccc(Cl)c1Cn1nnc(-c2ccncc2)n1,19,74*,1.1,-0.4
CC1Cc2ccccc2N1S(=O)(=O)c1cccc(C(=O)OCC#N)c1 (stereo not given),-1,5,-0.1,0.3
Cc1ccccc1-c1nnc(SCC(=O)C(C)(C)C)o1,-56,2,1.1,-0.2
CCS(=O)(=O)NCc1c(C)ncc2c1CCN(C(=O)c1sccc1Cl)C2,-4,-26,0.1,-0.4
Cc1cccc(N2CCN(c3cccc(C)c3)C2c2cccc([N+](=O)[O-])c2)c1,-18,9,-0.1,-1.0
COc1cc(Nc2nc(N3CCN(Cc4ccc5c(c4)OCO5)CC3)nc3nc[nH]c23)cc(OC)c1OC,13,-5,0.7,1.0
COc1ccc(C(=O)OCC(=O)N(C)C2CCS(=O)(=O)C2)cc1[N+](=O)[O-] (stereo not given),-5,3,-0.1,0.4
CCCCC(=O)Nc1nnc(SCC(=O)N2CCCc3ccccc32)s1,14,-5,0.0,0.1
CCN(c1ccccc1)S(=O)(=O)c1cc(C(=O)Nc2ccc(OC)cc2)ccc1F,-2,7,0.2,-1.2
COc1cccc(N2CCN(c3ncnc4c3c(-c3ccccc3)cn4-c3ccccc3)CC2)c1,3,7,-0.2,1.9
COCCn1c(SCC(=O)Nc2ccc(N(C)C)cc2)nnc1C(C)C,14,6,-0.1,0.4
CCOC(=O)c1ccc(NC(=O)C2C(=O)NC34CCCCC3C2c2ccccc2O4)cc1 (stereo not given),-3,-18,0.0,0.0
O=C(NC1=NCCS1)c1cc(S(=O)(=O)N2CCOCC2)ccc1F,-7,-5,0.2,1.4
Cc1cccc(OCC(=O)Nc2sc3c(c2C#N)CCCC3)c1C,11,1,-0.1,-0.8
Nc1cccc(-c2cncc(C(=O)Nc3ccccc3)c2)c1,-10,-1,0.0,3.6
CC(C)(C)SC1=NN=CC1(C(F)(F)F)C(F)(F)F,2,-4,0.1,1.0
CC(C)C(CC(=O)O)NCc1ccccc1Cl (stereo not given),2,-6,0.0,-1.2
COc1ccc(-c2cc(C(F)(F)F)n3nc(C(=O)Nc4ccc(Oc5ccc(C(C)=O)cc5)cc4)cc3n2)cc1,-11,21,0.5,1.3
CN(CCc1ccccc1)C1CCCN(Cc2ccc(CO)o2)C1 (stereo not given),-5,-11,-0.1,3.7
Cc1ccccc1NC(=O)CSc1ncc(-c2ccccc2)[nH]1,0,-13,-0.2,-0.5
COc1cccc(C2N(c3ccccc3)N=C(C(C)=O)N2c2ccc(C)c(C)c2)c1OCc1ccccc1 (stereo not given),54*,-23,0.3,1.5
Cc1cc(C)nc(SCC(=O)N2CCc3cc(S(C)=O)ccc32)n1 (stereo not given),6,1,-0.1,-0.6
CCc1nccn1S(=O)(=O)c1ccc(Br)cc1Br,2,15,0.0,-0.4
Cc1ccc(C(=O)N/C(=C\c2cccs2)C(=O)NCCC2=CCCCC2)cc1C,4,-11,-0.1,0.6
CC(=O)NC(C)(C)COc1ccc(Cl)cc1,7,-3,-0.2,-0.1
CCCCc1cc(=O)oc2cc(OC(C)=O)cc(OC(C)=O)c12,4,13,0.1,1.4
Cc1cccc(N2CCN(c3ncnc4c3cnn4-c3ccc(C)cc3C)CC2C)c1 (stereo not given),6,5,0.0,-0.3
CCC(=O)Nc1sc2c(c1C#N)CC(C)(C)NC2(C)C,-5,16,1.5,1.2
CCC(C(=O)NCCN(CC)CC)n1nc(C)c2sc3ccccc3c2c1=O (stereo not given),4,4,-0.2,1.1
CCOCCCn1c(=S)[nH]c2cc3c(cc2c1=O)OCO3,5,6,0.1,3.5
O=C1/C(=C/C=C/c2ccccc2)SC(=S)N1c1cccnc1,9,5,-0.1,0.4
CN(C)C(=O)COc1cccc(Nc2ccc(-c3ccc(O)cc3)cn2)c1,-30,11,-0.3,-0.3
Cc1ccc(C(=O)CSc2nc3ccccc3c(=O)[nH]2)c(C)c1,-6,8,-0.1,-0.1
Cc1nc2cccnc2n1CCNC(=O)C1CCC1,9,0,0.2,1.1
O=C1CCCC2=C1C(c1ccc(OCc3ccccc3)cc1)C1=C(CCCC1=O)O2,1,-6,0.0,-1.0
Cc1ccc(C)c2c1[nH]c1nc(SCC(=O)Nc3nccs3)nnc12,0,-6,-0.1,-0.3
Cc1nccn1CC(=O)N/N=C/c1ccc(O)c(O)c1,9,31,-0.1,0.5
COc1cc(OC)c(OC)cc1CN1CCCC1CO (stereo not given),3,18,0.3,0.0
Cc1ccc(NC(=O)CSc2nnc(N3CCOCC3)n2-c2ccccc2)cc1C,11,5,0.1,0.3
N#Cc1ccc(COC(=O)COc2ccccc2)cc1,3,3,0.0,2.5
Cn1c([N+](=O)[O-])cnc1COC(N)=O,4,-28&8,-0.1&0.2,0.5&-1.2
OCc1cc(C(O)CNCCCCCCOCCCCc2ccccc2)ccc1O (stereo not given),8&-5,17&-2&15&-6,0.2&0.5&0.2&-0.2,-1.5&-2.0&-1.5&-1.5
CC(=O)C1=C(C)NC(=O)NC1c1ccc2c(c1)OCO2 (stereo not given),7,10,0.5,0.7
# Remaining list, next part:
SMILES,TEAD-YAP inh,MITF inh,FBW7 act,GPR151 activ
O=S(=O)(c1ccc(Cl)cc1)N1CCN(Cc2cccnc2)CC1,-2,4,0.0,-1.3
CCOc1ccc(N2C(=O)CN=C2Nc2ccc(C)c(C)c2)cc1,-1,-4,0.0,-0.1
CCc1ccc(N(CC(=O)O)S(=O)(=O)c2c(C)noc2C)cc1,-1,1,-0.2,0.4
O=C(NCc1cccc(C(F)(F)F)c1)C1CCN(c2ccc(Nc3cnccn3)nn2)CC1,6,0,0.0,-2.0
CCN1CCN(C2CC(=O)N(c3ccc(Cl)cc3)C2=O)CC1 (stereo not given),-6,-1,-0.2,-0.3
COc1ccccc1-c1ccc2c(c1)C(C)(Cc1csc(C)n1)C(=O)N2 (stereo not given),2,-18,-0.1,-0.6
CCCCNc1ccc(S(=O)(=O)N2CCOCC2)cc1N,-3,-9,0.0,-1.8
O=C(CCl)Nc1ccc(S(=O)(=O)Nc2ncccn2)cc1,17,-4,0.0,1.7
NC(=O)Cc1nc(-c2ccc([N+](=O)[O-])cc2)cs1,3,10,-0.1,2.7
O=C(Nc1ncc(Cc2ccc(F)cc2)s1)c1ccc(Br)cc1,38*,9,0.0,-0.6
CCOC(=O)c1ccc(NC(=O)c2cccc(OCC)c2)cc1,-18,-5,0.2,-1.8
O=C(CCCc1ccccc1)Nc1ccc(Br)cc1C(=O)O,1,9,0.1,5.9*
CCOC(=O)c1sc2[nH]c(=S)n(N)c(=O)c2c1C,-11,-3,-0.4,-0.3
CC(C)(C)c1cc(C(=O)CN2C3=NCCN3c3ccccc32)cc(C(C)(C)C)c1O,11,4,0.7,-1.2
CCn1c(SCC(=O)Nc2cccc3ccccc23)nc2c([nH]c3ccccc32)c1=O,-4,-4,0.0,-0.5
Cc1ccc(C)c(NC(=O)C(=O)NCc2cccnc2)c1,2,-6,-0.1,-0.1
CC(C)(C)C(=O)Cn1ncc(Cl)c(Cl)c1=O,-1,9,0.2,2.5
COC(=O)c1ccc(C2C3=C(CC(c4ccccc4)CC3=O)Nc3ccccc3N2C(=O)C2CC2)cc1 (stereo not given),1,12,0.0,1.1
Cc1ccc2c(c1)N(CCCC(=O)N1CCN(Cc3ccccc3)CC1)C(=O)CO2,11,-8,-0.3,0.8

# In the list so far, these contain bromine.
SMILES,TEAD-YAP inh,MITF inh,FBW7 act,GPR151 activ
O=C(NCCCNc1ccc([N+](=O)[O-])cc1)c1ccccc1Br,11,5,-0.2,-0.4
O=S(=O)(c1cc(Br)ccc1Br)N1CCN(Cc2ccccc2)CC1,4,8,0.4,-1.7
CCc1nccn1S(=O)(=O)c1ccc(Br)cc1Br,2,15,0.0,-0.4
O=C(Nc1ncc(Cc2ccc(F)cc2)s1)c1ccc(Br)cc1,38*,9,0.0,-0.6
O=C(CCCc1ccccc1)Nc1ccc(Br)cc1C(=O)O,1,9,0.1,5.9*

# Exported as labelled records: part of the list above
Cc1ccc(C)c(NC(=O)C(=O)NCc2cccnc2)c1
  TEAD-YAP inh = 2	MITF inh = -6	FBW7 act = -0.1	GPR151 activ = -0.1
CC(C)(C)C(=O)Cn1ncc(Cl)c(Cl)c1=O
  TEAD-YAP inh = -1	MITF inh = 9	FBW7 act = 0.2	GPR151 activ = 2.5
